Screening results (PubChem BioAssay)
Statin myotox sup – suppressors of statin myotoxicity in C2C12 myotubes, primary screen, cell-based, single point, plate reader; 330,000 compounds, 0.78% hits; rescue of ATP level, % at 7.49 µM; AID 602340, 2012; C2C12 myotubes + simvastatin, ATP luminescence, 48 h; scaled: DMSO 0, geranylgeraniol control 100;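 active = mean ATP rescue above about 67%, or every replicate alone reaching that limit, limit read from the data, passing the limit was not always enough; inconclusive = no clear call, values can overlap the other calls; inactive = mean under the limit and some replicate under it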;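 note: myotubes were challenged with 10 µM simvastatin during compound exposure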
miR-122 sensor – miR-122 Renilla sensor signal increase in Huh7, primary screen, miR-122 inhibitor project, cell-based, single point, plate reader; Huh7 miR-122 Renilla luciferase sensor, 48 h; neutral wells = 0, positive control = 100; activation (reporter increase), % at 12.5 µM; 340,000 compounds, 0.3% hits;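 active = mean replicate activation score at least 90 and every replicate individually at or above 90; inconclusive = only one of the two criteria met; inactive = neither criterion met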;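 note: higher luciferase means less miR-122 activity so hits act as miR-122 inhibitors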
PGC1a acetyl inh – inhibitors of PGC1a acetylation signal, primary screen, cell-based, U2OS, AlphaScreen, inhibitor mode. AlphaScreen anti-acetyl-lysine; with virally co-expressed GCN5 acetyltransferase. inhibition, % at 15.6 µM. 350,000 compounds, 0.17% hits. AID 651687, 2012;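 active = every replicate shows inhibition of at least 40%; inconclusive = mean inhibition at least 40% but some replicate below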;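 note: 0% = neutral control wells and 100% = positive control wells; some results beyond the cut were filed as inactive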
F508del corr – F508del CFTR correction, initial screen, CFBE line, single point; AID 720511, 2013; activity (quench increase), % at 7.58 µM; 350,000 compounds, 0.36% hits; CFBE cells, YFP halide quenching; stimulated with forskolin plus potentiator P3; % fluorescence drop versus neutral controls;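 active = mean added fluorescence quench of at least 8% versus neutral control, with both replicates also reaching 8%; inconclusive = only one of the mean or replicate conditions met; inactive = mean below 8% and not both replicates reaching 8%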;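 note: cells transiently co-express mutant CFTR-F508del with the halide-sensitive YFP; corrector assay measuring rescue of mutant channel to the surface after 24 h compound exposure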
GSIS activator – GLuc luminescence reporter in INS-1E cells, primary screen for activators of glucose-dependent secretion of insulin | INS-1E GLuc reporter insulin secretion, 2-3 h | activation, % at 16.6 µM | 370,000 compounds, 0.61% hits;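 active = lowest replicate activation of at least 40%, so every replicate reaches that level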;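 note: 0% = median of neutral control wells and 100% = median of IBMX positive control wells; some compounds called inactive have numbers as strong as hits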
PglD inh – C. jejuni PglD acetyltransferase inhibitors, primary screen, biochemical, DTNB colorimetric, single point. UDP-N-acetylbacillosamine N-acetyltransferase PglD (Campylobacter jejuni). purified PglD enzyme, DTNB colorimetric CoA detection. inhibition, % at 12.5 µM. 360,000 compounds, 0.098% hits; in the data active = inhibition above about 16%, passing the limit was not always enough; inconclusive = no clear call, values can overlap the other calls; note: strong numbers were not always called active
FN deposition inh – inhibitors of fibronectin matrix deposition, primary screen, AH1F cells, Alexa488-fibronectin fluorescence, plate reader | AH1F fibroblasts, overnight | inhibition, % at 12.6 µM | 350,000 compounds, 0.086% hits | AID 743247, 2014;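 active = mean inhibition across replicates of 30% or more, regardless of how many single replicates reach that level; inconclusive = mean under 30% yet at least half of replicates reach 30%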;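 note: positive control wells lacked labelled fibronectin entirely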
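Test system: AH1F fibroblast monolayer depositing Alexa488-labelled fibronectin into matrix. Input: 10000 cells per well. Technique: fluorescence, ex 485 nm, em 525 nm. Buffer or medium: DMEM plus 2% serum, read in PBS. Timing: 1 h cell adhesion before compound, then overnight fibronectin incubation. Compound: single dose, pinned. Read-out basis: inhibition from reduced deposited-fibronectin fluorescence.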
Cneo AK release – Cryptococcus neoformans cell lysis inducers, primary screen, AK release luminescence, single concentration. 360,000 compounds, 0.2% hits. AID 651654, 2012. C. neoformans lysis, adenylate kinase release luminescence, 4 h; normalised: neutral wells 0, clomiphene wells 100. lysis activity, % at 15 µM;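 active = mean lysis activity across replicates of at least 80%, whatever share of replicates individually reach that level; inactive = mean lysis activity below 80%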
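Material: C. neoformans cells | Amount: Yeast cell density of 5 × 10^6 cells/mL | Medium: Fresh YPD growth medium | Dosing: Single dose | Times: Static 4 h at 37 °C with compound, 1 h detection | Detection: AK luminescence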
Starred values were filed as active, the others as inactive; ? = inconclusive; . = not tested or not shown; [ ] = another dose, or the depositor's remark.

cpd | smiles | Statin myotox sup | FN deposition inh | miR-122 sensor | Cneo AK release | GSIS activator | F508del corr | PGC1a acetyl inh | PglD inh
1 | CCOc1ccc(-c2csc(/C(C#N)=C\c3ccc(O)c([N+](=O)[O-])c3)n2)cc1 | . | 1 | 1 | -3 | -40 | . | -13 | 2
2 | COc1ccc(OCC(=O)Nc2ccc(S(=O)(=O)N3CCCC3)cc2)cc1 | 0 | -2 | . | -2 | 7 | -0.2 | . | -1
3 | Cc1nnc(NC(=O)CCn2c(=O)oc3ccccc32)s1 | 10 | -6 | -5 | 7 | -1 | -1.1 | 0 | 0
4 | Clc1ccc(-c2noc(CN3CCN(c4ccccc4)CC3)n2)cc1 | 6 | . | -3 | -6 | . | . | -11 | -1
5 | CCCn1nc2cc(C(=O)NCCc3cccs3)ccc2c1OCC | -10 | -4 | 1 | -3 | . | -3.1 | 7 | 3
6 | COC(/C=C/Nc1ccc(C)c(C)c1)=C(C#N)C#N | 9 | -4 | -2 | 0 | . | . | -3 | -4
7 | C[C@H](CO)N1C[C@H](C)[C@H](CN(C)Cc2ccc(Oc3ccccc3)cc2)Oc2c(NC(=O)Nc3ccc4c(c3)OCO4)cccc2C1=O | 42 | 22 | -12[16.7 µM] | 58 | -27 | -0.2 | ? | 4
8 | CC(C)(C)NC(=O)CSc1nsc(SCC(=O)NC(C)(C)C)c1C#N | 26 | 4 | 1 | 1 | . | . | -18 | 2
9 | COc1ccc(CNC(=O)CSc2nnc(C3CC3)n2C2CC2)cc1 | 12 | 5 | -14 | 1 | -5 | -6.5 | -3 | 1
10 | CCOc1nc(N=C(N)N)nc2c(C)cccc12 | . | . | 4 | 2 | . | . | 3 | 12
11 | CCC(=NCc1ccc(Cl)c(Cl)c1)c1nc(-c2ccco2)oc1O | 3 | -14 | -5 | 0 | -22 | . | 3 | -2
12 | O=C(NCc1ccco1)/C(=C\c1cccc([N+](=O)[O-])c1)NC(=O)c1ccco1 | 4 | 4 | 0 | 3 | 14 | -2.1 | -6 | 2
13 | CCN(C(=O)CN1C(=O)/C(=C/c2ccccc2F)SC1=S)C1CCS(=O)(=O)C1 (stereo unspecified) | 16 | -9 | -11 | -1 | 16 | 3.4 | 31 | -5
14 | Cc1nc2ccccc2n1C(=O)N1CCOCC1 | 5 | . | 0 | -1 | . | . | 1 | 6
15 | O=C(CNc1ccccc1N1CCCC1=O)Nc1cc(Cl)ccc1-n1cncn1 | -2 | -1 | 10 | 5 | 10 | -0.8 | . | 3
16 | COc1ccc(-n2ncc3c(=O)n(CC(=O)N4c5ccccc5CC4C)cnc32)cc1 (stereo unspecified) | -6 | 4 | -1 | -1 | -17 | . | -9 | .
17 | Cc1cc(N2CCN(S(=O)(=O)c3ccc(Cl)cc3)CC2)c2ccccc2n1 | 33 | . | -4 | 4 | . | . | -14 | 2
18 | COc1ccc(NC2CCCN(C(=O)c3ccc(C)c(N4CCNC4=O)c3)C2)cc1 (stereo unspecified) | . | . | -5 | 0 | -11 | 0.0 | . | 2
19 | CS(=O)(=O)N(CC(=O)NCCSCc1c(F)cccc1Cl)c1ccc2c(c1)OCO2 | -10 | . | -1 | -2 | . | . | -4 | -4
20 | CO[C@@H]1CN(C)C(=O)c2cc(NS(C)(=O)=O)ccc2OC[C@H](C)N(Cc2ccccc2)C[C@@H]1C | -4 | -9 | 26[16.7 µM] | -4 | -2 | 0.8 | 1 | -7
21 | CC1CN(N=Cc2ccc([N+](=O)[O-])o2)C(=N)O1 (stereo unspecified) | -10 | . | . | 2 | 9 | -0.8 | -7 | 5
22 | CCc1ccc(-c2cc(C)no2)cc1S(=O)(=O)Nc1cccc(CN2CCCC2)c1 | -4 | 2 | 11 | 0 | 0 | 2.3 | -10 | 1
23 | CN1CCC=C(C(=O)N2c3ccccc3Sc3ccc(Cl)cc32)C1 | 9 | 8 | . | . | -6 | . | -3 | .
24 | Cc1cccc(-c2c(NC(=O)c3ccco3)oc3ccc(Cl)cc3c2=O)c1 | 15 | -12 | 0 | -2 | -13 | 2.9 | -12 | -4
25 | CCOc1ccc2oc(C(=O)NCC(c3ccco3)N(C)C)c(C)c2c1 (stereo unspecified) | 2 | 3 | 5 | 1 | 12 | 1.0 | -5 | -6
26 | O=C(Cn1c(=O)n(-c2cccc(Cl)c2)c(=O)n1CC(=O)N1CCCCC1)N1CCCCC1 | 14 | . | 8 | 0 | . | . | 3 | 4
27 | O=C(CCNS(=O)(=O)c1ccc(OC(F)(F)F)cc1)NC1CC1 | 5 | -9 | . | -2 | . | 2.7 | 0 | -2
28 | CCc1nc2ccc(C(=O)Nc3ccc(OC)c(OC)c3)cn2c1N(C)C(=O)Cc1ccccc1 | 5 | . | -4 | 1 | 12 | 2.5 | . | 1
29 | COc1ccccc1C1C(C(C)=O)=C(O)C(=O)N1c1ccc(O)cc1 (stereo unspecified) | 1 | 3 | 6 | 1 | 3 | 0.9 | 3 | 0
30 | CCN(CC)S(=O)(=O)c1ccc2[nH]c(=O)cc(C(=O)NCC(c3ccco3)N3CCCC3)c2c1 (stereo unspecified) | 7 | 8 | -3 | . | 7 | 0.0 | 10 | .
31 | COc1cc(OC)cc(C(=O)N2CCN(Cc3cccc(F)c3)CC2)c1 | . | 9 | 5 | -1 | . | . | . | 4
32 | O=C(Cc1cccc(C(F)(F)F)c1)N1CCCC1 | 0 | 8 | 0 | 1 | 0 | -2.1 | -5 | 11
33 | COc1ccc(N(C(=O)CNC(=O)c2ccco2)C(C(=O)NC2CCCC2)c2ccco2)cc1 (stereo unspecified) | 12 | -10 | 0 | -1 | -5 | -0.6 | . | 0
34 | Nc1nnn(CC(=O)N/N=C/c2ccccc2Cl)n1 | . | 9 | -3 | 2 | 2 | 3.5 | 8 | 1
35 | CCCCn1c(NCc2ccncc2)nc2ccccc21 | -5 | . | -3 | -1 | 2 | -3.3 | 3 | 1
36 | COc1ccccc1-n1cnnc1SCC(=O)NC1CCCC1 | -14 | 0 | -1 | 0 | . | 1.5 | 10 | 0
37 | COc1ccc(C(=O)Nc2ccc(S(=O)(=O)N3CCOCC3)cc2)cc1[N+](=O)[O-] | 12 | -1 | -7 | 3 | -7 | 4.0 | 0 | 5
38 | Cc1cc2c(cc1C)C(c1cccc(F)c1)CC(=O)N2 (stereo unspecified) | 10 | -4 | . | -1 | -46 | 1.0 | . | -4
39 | CC(=O)OC1CC2C(C)(C)C(=O)C=CC2(C)C2CCC3(C)C(c4ccoc4)OC(=O)C4OC43C12C (stereo unspecified) | 12 | . | -5 | 0 | -8 | -4.3 | 30 | 0
40 | COc1cccc(-c2cc(C(F)(F)F)nc(-n3ccc([N+](=O)[O-])n3)n2)c1 | -7 | 2 | -4 | . | 3 | -1.1 | -3 | .
41 | C[C@@H]1CN([C@@H](C)CO)C(=O)c2cc(NS(=O)(=O)c3ccc(F)cc3)ccc2O[C@@H](C)CCCCO[C@@H]1CN(C)Cc1ccc(C(=O)O)cc1 | . | . | 3[16.7 µM] | 0 | 4 | 0.9 | 8 | -1
42 | N#C[C@H]1[C@@H](c2ccccc2-c2ccc(F)cc2)[C@@H](CO)N1C(=O)Cc1cccnc1 | . | 2 | . | . | 0 | 3.3 | 2 | .
43 | O=C(c1ccco1)N1CCC(c2nc3ccccc3[nH]2)CC1 | 3 | 0 | -3 | -1 | 4 | 0.9 | . | 5
44 | O=C(NCCc1ccccc1)C1CCC(CNS(=O)(=O)c2ccccc2)CC1 (stereo unspecified) | 2 | 0 | 0 | -4 | -5 | -1.7 | -8 | -3
45 | COc1ccc(S(=O)(=O)NCC(=O)N(CC(=O)NCC2CCCO2)c2cc(C)ccc2C)cc1 (stereo unspecified) | 13 | . | 1 | 0 | . | . | 0 | 1
46 | Cc1cc(C)n(-c2ccc(C(=O)OCC(=O)c3c(N)n(C)c(=O)n(C)c3=O)cc2)n1 | 1 | 3 | -7 | 2 | . | . | 4 | 4
47 | Cc1ccc(C(=O)N2CCN(c3ccc(NC(=O)c4ccc5c(c4)OCCO5)cc3)CC2)cc1 | -9 | -5 | -9 | 7 | -8 | 4.3 | -6 | 3
48 | c1cncc(-c2ccc([C@@H]3[C@H]4CNC[C@@H]3N4CC3CCOCC3)cc2)c1 | . | -4 | . | . | 4 | 1.5 | 0 | .
49 | Cc1cccc(N(Cc2ccccc2)C(=O)c2ccc(CS(C)(=O)=O)cc2)c1 | 6 | 2 | 7 | 7 | -4 | 1.4 | . | -3
50 | CC1(C)C(=O)Nc2ccccc2N1C(=O)c1ccc([N+](=O)[O-])cc1 | -5 | 0 | . | 1 | -6 | 0.6 | . | -1
51 | Cc1ccc(S(=O)(=O)N(C)C[C@H]2OCc3ccccc3-c3ccccc3C(=O)N([C@@H](C)CO)C[C@H]2C)cc1 | 8 | -4 | . | 53 | -22 | 0.4 | -4 | -2
52 | Cc1ccc(C(=O)OCC(=O)NCc2cccs2)cc1S(=O)(=O)N1CCOCC1 | . | -1 | 0 | . | -3 | -0.6 | -3 | .
53 | CCCCc1nnc(NC(=O)CCN2C(=O)C3CC=CCC3C2=O)s1 (stereo unspecified) | -3 | 5 | . | 1 | . | 1.0 | -6 | 3
54 | COc1ccc(S(=O)(=O)Nc2ccc3c(c2)C(=O)N([C@H](C)CO)C[C@@H](C)[C@@H](CN(C)Cc2ccccc2)OCCCC[C@@H](C)O3)cc1 | . | -1 | 19[16.7 µM] | -1 | -18 | -0.1 | -21 | -3
55 | C[C@@H]1CN([C@@H](C)CO)S(=O)(=O)c2ccc(C3=CCCC3)cc2O[C@@H]1CN(C)S(C)(=O)=O | 21 | . | 22[16.7 µM] | . | 1 | -1.9 | -4 | .
56 | CCOC(=O)C1C2C=CC3(CN(Cc4cccs4)C(=O)C13)O2 (stereo unspecified) | -9 | . | 8 | 11 | . | . | 2 | 7
57 | O=C(c1cnccn1)N1CC(=O)N2[C@H](CO)[C@H](c3ccc(-c4cccc(F)c4)cc3)[C@@H]2C1 | . | 1 | . | . | -6 | -0.5 | -10 | .
58 | C[C@@H]1CCCCO[C@H](CN(C)C(=O)c2ccncc2)[C@H](C)CN([C@H](C)CO)C(=O)c2cc(NC(=O)c3ccccc3)ccc2O1 | . | . | -6[16.7 µM] | 1 | 0 | 0.5 | 11 | -3
59 | COc1ccc(-c2cc3ccccc3n2CC(O)CNCCO)cc1 (stereo unspecified) | . | . | -7 | 6 | . | . | -14 | 3
60 | O=C(O)c1ccc(NC(=S)NC(=O)c2cccnc2)cc1 | 4 | 1 | 2 | -3 | 3 | -0.4 | 3 | 0
